GalR3 antag: GalR3 antagonists in HEK293 cells, primary screen, cell-based, fluorescence readout; Galanin receptor type 3 (Homo sapiens), O60755; HEK293 GalR3-CNG cAMP membrane potential fluorescence; galR3 body fused to GalR1 C-terminus; inhibition, % at 3 µM; 360,000 compounds, 0.44% hits;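 active = inhibition above the screen-wide average plus 3 SD, cut at about 13% in these data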;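 also: forskolin and galanin both at EC90 stimulate the cells; cAMP rise reported by CNG channel membrane potential dye signal; 0% = forskolin plus galanin with DMSO and 100% = forskolin alone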
Target sequence (O60755 1-299 limits assumed): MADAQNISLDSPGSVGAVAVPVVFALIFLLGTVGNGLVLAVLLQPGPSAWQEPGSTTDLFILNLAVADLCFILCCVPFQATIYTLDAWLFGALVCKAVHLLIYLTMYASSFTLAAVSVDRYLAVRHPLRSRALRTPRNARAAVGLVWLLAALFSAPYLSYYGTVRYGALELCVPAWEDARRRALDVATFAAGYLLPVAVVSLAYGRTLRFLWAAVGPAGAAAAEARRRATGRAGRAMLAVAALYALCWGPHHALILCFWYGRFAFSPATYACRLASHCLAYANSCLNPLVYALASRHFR
* = called active by the depositor. A portion of the library (hit frequency here may not be typical).

GalR3 antag,SMILES
-8,OC(c1cc(Cl)cc(Cl)c1)c1ncc(-c2ccccc2C(F)(F)F)[nH]1 (stereo unspecified)
-8,COc1ccc(CN(C)C(=O)Cn2cnc(C(=O)Nc3ccc(C)c(C)c3)n2)cc1OC
-4,CC(=O)Nc1ccc(-c2ccnc3c2CC(C)(C(=O)Nc2ccc(Cl)c(C(F)(F)F)c2)O3)cc1 (stereo unspecified)
-4,O=C1NC(=O)C(c2ccccc2)(c2ccccn2)N1 (stereo unspecified)
1,CC(C)(C)c1ccc(S(=O)(=O)NCC2CCN(C(=O)C(=O)c3cc4ccccc4o3)CC2)cc1
-2,C[C@@H]1CN(C(=O)OC(C)(C)C)CCN1c1ccc(N2CCN(Cc3ccccc3)[C@@H](C)C2)c(C#N)c1
-5,CCOC(=O)C1(C)CCN1C(=O)c1cccc(C#N)c1 (stereo unspecified)
2,C[C@@H]1CCCCO[C@H](CN(C)C(=O)CCC(F)(F)F)[C@@H](C)CN([C@H](C)CO)C(=O)c2cc(NC(=O)c3ccncc3)ccc2O1
-3,COc1ccc(CC(N)c2csc(Nc3nncc4ccccc34)n2)cc1 (stereo unspecified)
-7,S=C(Nc1ccccc1)Nc1ccc2ccccc2c1
-5,COc1cc2c(cc1O)C(CSC)Cc1cc3c(cc1N(C)CC2)OCO3 (stereo unspecified)
0,COc1cc(CNC(=O)OC2CC3CC2[C@H]2CCCCN2C3=O)cc(OC)c1 (stereo partly specified)

A run of entries from further up:
GalR3 antag,SMILES
-4,O=C1NC(=O)C(c2ccccc2)(c2ccccn2)N1 (stereo unspecified)
1,CC(C)(C)c1ccc(S(=O)(=O)NCC2CCN(C(=O)C(=O)c3cc4ccccc4o3)CC2)cc1
-2,C[C@@H]1CN(C(=O)OC(C)(C)C)CCN1c1ccc(N2CCN(Cc3ccccc3)[C@@H](C)C2)c(C#N)c1
-5,CCOC(=O)C1(C)CCN1C(=O)c1cccc(C#N)c1 (stereo unspecified)
2,C[C@@H]1CCCCO[C@H](CN(C)C(=O)CCC(F)(F)F)[C@@H](C)CN([C@H](C)CO)C(=O)c2cc(NC(=O)c3ccncc3)ccc2O1

The listing continues:
GalR3 antag,SMILES
-4,COc1cc(C(C)=O)ccc1OCC(=O)Nc1cc(S(=O)(=O)N2CCOCC2)ccc1N1CCCC1
-4,Cn1c(=O)c2[nH]c(Cc3ccsc3)nc2n(C)c1=O
-8,COc1ccc(NC(=O)C[C@H]2C(=O)N(c3ccc(OC)cc3)C[C@@H]2C)cc1
-3,Nc1nc2ncccc2cc1C(=O)NC1CCCCC1
-2,COc1ccc(N2CC(C(=O)N3CCN(S(=O)(=O)c4ccc(F)c(F)c4)CC3)CC2=O)c(OC)c1 (stereo unspecified)
-6,COc1ccc(C(C)(O)c2nc(-c3cccc(O)c3)cs2)cc1 (stereo unspecified)
2,O=C(Nc1ccc(OCCO)cc1)c1csc([C@@H]2C[C@H](O)[C@@H](CO)O2)n1
-7,COc1ccc(-c2c(C(=O)c3ccc(Br)cc3)[nH]c(N)c2C(=O)c2ccccc2)cc1OC
-7,N#CC1C(=O)NC(=O)C(C#N)C12CCCCC2 (stereo unspecified)
2,Cc1nc2ccc(C(=O)N(C)Cc3ccco3)cn2c1N(C)C(=O)CCc1ccccc1
-3,CC(C)c1cccc(-c2csc(C(O)c3ccccc3)n2)c1 (stereo unspecified)
4,Cc1noc(C)c1S(=O)(=O)N(C)C[C@H]1OCc2cnnn2CCCC(=O)N([C@H](C)CO)C[C@@H]1C
-3,COCCN1C[C@@H](CO)O[C@@H](n2cnc3c(NCc4ccco4)ncnc32)C1
-8,Cc1ccc(C(=O)OCC(=O)NCc2ccccc2)s1
-4,CC1(C)CC(=O)C=C(c2ccc(COC(=O)C(c3ccccc3)c3ccccc3)cc2)C1=O
-5,O=C1NC[C@H](CCCCN2C[C@H](Cc3ccc(O)cc3)N(Cc3ccccc3)C(=O)C2=O)N(Cc2ccccc2)C1=O
-5,COc1ccc(Cc2c(-c3cccc(Br)c3)nc3ccc(Cl)cn23)c(C)c1
-4,CN1CCN(C(=O)C[C@H]2CC[C@H]3[C@@H](COC[C@@H](O)CN3Cc3cccc(F)c3)O2)CC1
-6,COCCCn1c(SCC(=O)N2CCCC2=O)nc2ccccc2c1=O
-6,Cc1ccc(CCNC(=O)CN2C(=O)CSc3ccc(S(=O)(=O)N4CCOCC4)cc32)cc1
-7,C[C@H](CO)N1C[C@H](C)[C@@H](CN(C)S(=O)(=O)c2ccc3ccccc3c2)OCc2cnnn2CCCC1=O
-8,CC(C)c1[nH]nc2c1C(c1ccc(Br)cc1)NC2=O (stereo unspecified)
2,C[C@H](O)[C@@H]1C(=O)N2CCc3ccc(-c4cccc(F)c4)cc3[C@@H]2C[C@@H]1N(C)C(=O)C(C)(C)C
-3,COc1ccccc1NS(=O)(=O)c1cccc(C(=O)N/N=C/c2ccc([N+](=O)[O-])o2)c1

Some of these compounds in order of formula weight, lowest first.
GalR3 antag,SMILES
-8,CC(C)c1[nH]nc2c1C(c1ccc(Br)cc1)NC2=O (stereo unspecified)
-3,COCCN1C[C@@H](CO)O[C@@H](n2cnc3c(NCc4ccco4)ncnc32)C1
-4,CN1CCN(C(=O)C[C@H]2CC[C@H]3[C@@H](COC[C@@H](O)CN3Cc3cccc(F)c3)O2)CC1
-3,COc1ccccc1NS(=O)(=O)c1cccc(C(=O)N/N=C/c2ccc([N+](=O)[O-])o2)c1
2,C[C@H](O)[C@@H]1C(=O)N2CCc3ccc(-c4cccc(F)c4)cc3[C@@H]2C[C@@H]1N(C)C(=O)C(C)(C)C
-5,O=C1NC[C@H](CCCCN2C[C@H](Cc3ccc(O)cc3)N(Cc3ccccc3)C(=O)C2=O)N(Cc2ccccc2)C1=O

(more compounds)
GalR3 antag,SMILES
7,COc1cc(NC(=O)Nc2nnc([C@@H]3C[C@H](O)[C@@H](CO)O3)s2)cc(OC)c1OC
0,CC1CC(=O)Nc2ccccc2N1C(=O)COc1ccccc1C(N)=O (stereo unspecified)
-5,CC(=O)OC[C@@H]1CN(Cc2ccccc2)C[C@H](n2cnc3c(N(C)C(C)C)ncnc32)O1
-6,COC(=O)c1ccc2c(=O)n(CCN3CCOCC3)c(SCC(=O)Nc3ccccc3OC)nc2c1
-7,C[C@@H]1CN([C@@H](C)CO)C(=O)CCCn2cc(nn2)CO[C@H]1CN(C)C(=O)OCc1ccccc1
-6,Cc1nc(C(F)(F)F)ccc1C(=O)N1CCC1(C)C(=O)NS(=O)(=O)c1ccc(F)cc1F (stereo unspecified)
-3,COc1ccc(-c2ccc(C(=O)NCc3ccc(F)c(F)c3)c3occc23)c(C)c1
-4,N#Cc1cccc(C(Br)S(=O)(=O)c2ccccc2)c1 (stereo unspecified)
-4,CCN(CC)C(=O)C1=C(C)N(CCCN2CCCC2=O)C(=O)C(CC(=O)NCCCN(C)C)C1 (stereo unspecified)
-1,CC(C)C[C@@H]1COc2cc(NCCCN3CCOCC3)ccc2S(=O)(=O)N1
4,Cc1ccc(C(=O)N[C@H](C(=O)Nc2ccc(N3CCOCC3)cc2)C(C)C)cc1
-5,c1cc(-c2ccc3c(c2)CCO3)n2cnnc2c1
-1,CCc1nc2c(OCCOc3ccc(F)cc3)cccn2c1N(C)C(=O)C(C)C
-2,CC#Cc1cc2c(cc1O)CCC1C2CCC2(C)C(O)CCC12 (stereo unspecified)
-6,CCCCCCNC(=O)O[C@H]1C[C@@H]2C(=O)N(c3ccccc3)C(=O)[C@@H]2[C@@H]2CN(S(=O)(=O)c3ccc(C)cc3)C[C@]12O
-5,CCCc1cc2c(OC)ccc(O)c2c(=O)n1C
-2,COCCCNC(=O)CC1C[C@H](C(=O)N2CCCCC2)[C@@]2(C)c3[nH]c4ccc(OC)cc4c3CCN2C1=O (stereo partly specified)
-6,CCCS(=O)(=O)NC(=O)C1(C)CCCN(C(=O)c2nc3ccccc3s2)C1 (stereo unspecified)
-4,Nc1ccn([C@@H]2O[C@H](C(=O)N(CCC3=CCCCC3)CC3CC3)[C@@H](O)[C@H]2O)c(=O)n1
-7,C[C@H]1[C@@H]2C[C@@]3(O[C@H](c4ccccn4)N=C3C[C@@H]1c1ccccc1)N(Cc1ccncc1)C2=O
-7,CCCNC(=O)C1(C)CCN(C(=O)c2ccc(OC)cc2OC)C1 (stereo unspecified)
-4,COc1ccc(-c2cc(=O)c3ccc(O)cc3o2)cc1
2,COc1cc2c(=O)[nH]c3cc([N+](=O)[O-])ccc3c2cc1[N+](=O)[O-]
-4,CCOC(=O)C1=C(C)c2ccccc2OC1C(=O)OCC (stereo unspecified)
-8,Cc1ccc(-n2ncc(-c3n[nH]c(=S)o3)c2N)cc1C
-5,O=C(C(O)c1ccccc1)N1CCN(S(=O)(=O)c2ccc(C(F)(F)F)cc2)CC1 (stereo unspecified)
-1,COc1ccc(Cl)cc1NC(=O)CN(C)CC(=O)Nc1ccc2c(c1)OCO2
-7,CCc1nc2c(OCC3COc4ccccc4O3)cccn2c1N(C)C(=O)c1ccc(OC)cc1 (stereo unspecified)
-4,CC(C)(C)OC(=O)N1O[C@H]2CC1[C@@H]1[C@@H]2N=NN1CCc1ccncc1
-11,COc1ccc(C2CC(=O)C(c3ccc(F)cc3)=CN2Cc2ccccc2)cc1 (stereo unspecified)
2,CC(NC(=O)C1CC(=O)N(c2ccc3c(c2)OCCO3)C1)c1ccccc1 (stereo unspecified)
-4,CSc1ccccc1NC(=O)C1(C)CCN1C(=O)Cc1ccccc1Cl (stereo unspecified)
-6,COc1ccccc1C#Cc1cnc2c(c1)C(=O)N([C@H](C)CO)C[C@@H](C)[C@@H](CN(C)C(=O)c1ccc3c(c1)OCO3)O2
-7,CCN(c1ccccc1)S(=O)(=O)c1cccc(C(=O)NCC(c2ccc(OC)cc2)N2CCCCC2)c1 (stereo unspecified)
-3,C[C@H](CO)N1C[C@H](C)[C@H](CN(C)C(=O)Nc2ccccc2F)OCc2cnnn2CCCC1=O
-6,CCC(C)Cn1cnc2c(SCc3ccccc3F)nc(N)nc21 (stereo unspecified)
-3,COc1ccc2[nH]c3c(c2c1)CCN1C(=O)C(CC(=O)NCc2ccco2)C[C@H](C(=O)N2CCOCC2)[C@@]31CCC1CCCC1 (stereo partly specified)
-8,CCCCNC(=O)C1(C)CCN1C(=O)c1cc(-c2ccccc2)cs1 (stereo unspecified)
-6,CCOC(=O)CCCCCC(=O)Nc1ccc2c(c1)C(=O)N([C@H](C)CO)C[C@H](C)[C@H](CN(C)C(=O)C1CCCCC1)OCCCC[C@@H](C)O2
-4,COc1ccc(CN(C)C(=O)c2ccc(NC(=O)CC3SC(N4CCCCC4)=NC3=O)cc2)c(OC)c1 (stereo unspecified)
0,COc1ccc(Cl)cc1C(=O)NNC(=O)C1CCCO1 (stereo unspecified)
-3,Cc1cccc(CN2CCN(C3CN(CCc4ccccc4)S(=O)(=O)C3)CC2)c1 (stereo unspecified)
-2,CC1(C(=O)NS(=O)(=O)c2cccc(Cl)c2)CCN1C(=O)Cc1ccc(Cl)cc1Cl (stereo unspecified)
1,CCc1ccc(NC(=O)C(C)OC(=O)CCN2C(=O)C3CC=CCC3C2=O)cc1 (stereo unspecified)
1,CC(=O)OC1CC2(C)C(CCC2(O)C(C)=O)C2CCC3C(Cl)C(=O)CCC3(C)C12 (stereo unspecified)
-6,CN(C(=O)c1cccc(NC(=O)Cc2ccc(NC(=O)C3CCCN(C(=O)C4CCC4)C3)cc2)c1)C1CC1 (stereo unspecified)
-4,COc1ccccc1C(=O)NCC(=O)OCC(=O)N1CC(C)OC(C)C1 (stereo unspecified)
-3,CN(C)Cc1c(C(C)(C)O)[nH]c2cc(C(F)(F)F)ccc12
-6,O=C(NCC(c1cccs1)N1CCOCC1)C1CCN(S(=O)(=O)c2cc(Cl)ccc2Cl)CC1 (stereo unspecified)
-5,Nc1cc2c(cc1Cl)-c1ccc(Cl)cc1C2
4,Oc1cc(O)c(CN2CCOCC2)cc1CN1CCOCC1
-8,CC1(Oc2cccc(C#N)c2)CCN(Cc2ccc(-c3ccccn3)cc2)C1 (stereo unspecified)
-7,Cc1cccc(C)c1NC(=O)C(c1ccccc1OC(F)(F)F)N1CCN(c2ccc(F)cc2)CC1 (stereo unspecified)
-6,O=C(OCc1cn([C@H]2C[C@H](c3ccc(Cl)cc3)N(CC3CCCCC3)C[C@@H]2O)nn1)c1ccccc1
1,O=C(CN1CCN(C2CCS(=O)(=O)C2)CC1)N1N=C(c2ccc(Cl)cc2)CC1c1ccco1 (stereo unspecified)
-4,O=c1cc(-c2ccccc2)oc2cccc(O)c12
-6,CC(=O)c1ccc(S(=O)(=O)Nc2c(C)nn(C)c2C)cc1
-5,O=C(CC1Sc2ccccc2NC1=O)NNc1cc(Cl)ccc1Cl (stereo unspecified)
-8,CC(C)N1CCC1(C)C(=O)Nc1nccc2cccnc12 (stereo unspecified)
-2,O=[N+]([O-])c1ccc2[nH]ccc2c1

Additional compounds
GalR3 antag,SMILES
-3,CC1=CC(=O)N(c2cccc3c(N4C(=O)C=C(C)C4=O)cccc23)C1=O
-8,COCCNc1nc(Oc2cccc(NC(C)=O)c2)c2sc(-c3ccccc3)cc2n1
-9,Clc1ccc(CSc2nnc(-c3ccccn3)n2Cc2ccco2)cc1Cl
-3,Cc1cc(NS(C)(=O)=O)c(=O)n(Cc2cccc(C(F)(F)F)c2)c1
-6,CC1=C(C(=O)N(C(C)C)C(C)C)CC(CC(=O)NC2CCCCC2)C(=O)N1CCCN1CCCC1=O (stereo unspecified)
-5,Cc1cc(C)n2nc(C(=O)OCC(=O)N(Cc3ccccc3)C(C)C)nc2n1
-6,CC(C)C[C@@H](CN1CCCC1CN1C(=S)NC[C@@H]1Cc1ccc(O)cc1)N1C[C@H](Cc2ccc(O)cc2)N(CC2CCCCCC2)C1=S (stereo partly specified)
-4,C=C(C)c1nc(Oc2ccccc2)nc(Oc2ccccc2)n1
-7,O=C(N[C@H]1C=C[C@H](CC(=O)N2CCCCC2)O[C@@H]1CO)c1cccc(F)c1

Screens (PubChem BioAssay)
